Screens as filed in PubChem.
HTR5A ag – HTR5A agonism, opioid heterodimer counter-screen; P47898; HTR5A agonist assay, luminescence, cell-based; activation, % at 9.3 µM; 340,000 compounds, 0.61% hits; in the data active = activation mostly above about 9.5%, no sharp cut-off; inactive = mostly below about 7.6%;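 note: 0% = cells with vehicle only and 100% = reference agonist; strong numbers were not always called active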
PKA-R1A activ – activates the PKA-R1A holoenzyme complex; AID 504707; PKA-R1A dissociation, Cy5-IP20 fluorescence polarization; scaled: DMSO 0%, 113 µM cGMP 100%; activation, % at 11.4 µM; P00514+P68181; 340,000 compounds, 0.083% hits;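 active = percent activation above the mean of all tested compounds plus 3 SD, cut at about 19% in these data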;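 note: higher means more PKAc released from R1A so a rise in polarization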
HTR5A inv ag – counter-screen for OPRM1-OPRD1 inverse agonists: human HTR5A inverse agonism | inhibition, % at 9.3 µM | 340,000 compounds, 0.083% hits | P47898 | HTR5A cell line, luminescence | AID 504634; in the data active = inhibition mostly above about 23%, no sharp cut-off; inactive = mostly below about 18%;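 note: 0% = cells with DMSO and 100% = no-cell wells with DMSO; some compounds called inactive have numbers as strong as hits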
Arr AP2 block – inhibitors of human beta-arrestin and AP2 interaction; inhibition, % at 10 µM; 340,000 compounds, 0.31% hits; AID 504490; FITC-arrestin peptide / GST-AP2 beads, flow cytometry; AP2 beta2 appendage carries R879A mutation;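 active = inhibition above a set limit, near 3 SD of compounds lacking own fluorescence, cut at about 54% in these data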;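 note: plate controls were DMSO wells for no effect and 5 µM unlabelled arrestin peptide for full effect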
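Test system: GST-tagged AP2 beta2-adaptin appendage (R879A) on 4 µm glutathione beads; also added: fluorescein-tagged arrestin peptide at 50 nM final; timing: 12 min plus 1 h, RT; signal: flow cytometry, FL1 (488/535 nm); read-out: percent drop in bead-associated FITC signal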
V-ATPase pHluor – yeast V-ATPase proton transport regulation by pHLuorin | S. cerevisiae, pHLuorin cytosolic pH fluorescence | 350,000 compounds, 0.37% hits | response, % at 10 µM | AID 504577; in the data active = response mostly above about 7.3%, no sharp cut-off; inactive = mostly below about 5.4%; note: actives read high; inactives centre near 0; some compounds called inactive have numbers as strong as hits; reference of the scale not given here
PKA-R2B activ – activates the human PKA-R2B holoenzyme complex; 340,000 compounds, 0.079% hits; P22694+P31323; PKA-R2B holoenzyme dissociation, Cy5-IP20 fluorescence polarization; R2B truncated from residue 108, S112A mutant; 0% DMSO only, 100% 113 µM cGMP; activation, % at 11.4 µM;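 active = activation above a cutoff set at the mean over all compounds plus 3 SD, cut at about 18% in these data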;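 note: higher means more holoenzyme dissociation and a rise in polarization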
Target sequence (P31323 whole entry, looked up, other chains not shown, the tested form may be a part): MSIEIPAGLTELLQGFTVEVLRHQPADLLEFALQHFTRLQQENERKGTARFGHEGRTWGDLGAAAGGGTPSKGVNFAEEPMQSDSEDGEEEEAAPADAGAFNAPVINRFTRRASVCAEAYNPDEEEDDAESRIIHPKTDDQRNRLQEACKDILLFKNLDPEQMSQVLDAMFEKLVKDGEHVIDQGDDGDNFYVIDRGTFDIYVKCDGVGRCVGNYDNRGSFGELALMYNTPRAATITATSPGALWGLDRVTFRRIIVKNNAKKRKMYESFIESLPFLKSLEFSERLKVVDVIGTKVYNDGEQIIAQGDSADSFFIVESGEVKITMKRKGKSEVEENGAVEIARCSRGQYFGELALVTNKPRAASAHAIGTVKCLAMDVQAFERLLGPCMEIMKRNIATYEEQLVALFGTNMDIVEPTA
MOR-DOR inv ag – inverse agonist of human OPRM1-OPRD1 heterodimerization. P35372+P41143. cell-based MOR-DOR heterodimer luminescence, inverse agonism. 340,000 compounds, 0.21% hits. inhibition, % at 9.3 µM; in the data active = inhibition above about 22%, passing the limit was not always enough;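 note: 0% = cells with DMSO and 100% = wells without cells with DMSO; values of inactives mirror those of a sister screen read the other way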
Pemphigus Ab inh – inhibitors of pemphigus antibody binding to human desmoglein-3; P32926; DSG3-coupled beads, scFv-anti-DSG3-GFP binding, flow cytometry; hits give low values; binding (percent of control), % at 10 µM; 310,000 compounds, 0.48% hits;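 active = binding more than 3 SD below its plate's average and above zero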;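 note: hits lower antibody fragment binding to DSG3; some compounds called inactive have numbers as strong as hits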
MOR-DOR ag – agonists of human mu-delta opioid receptor heterodimerization; P35372+P41143; cells, OPRM1-OPRD1 heterodimerization, luminescence; 340,000 compounds, 0.3% hits; activation, % at 9.3 µM; in the data active = activation above about 18%;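 note: 0% = vehicle-treated cells and 100% = reference agonist; values of inactives mirror those of a sister screen read the other way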
DAGLB inhibitor – diacylglycerol lipase beta (human) inhibition; Q8NCG7; HEK293T DAGLB membrane lysate, EnzChek fluorogenic substrate; inhibition, % at 5.17 µM; 340,000 compounds, 0.059% hits; AID 504411; in the data active = inhibition above about 34%;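 note: 0% = enzyme with vehicle and 100% = wells lacking enzyme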
Target sequence (Q8NCG7 whole entry, looked up): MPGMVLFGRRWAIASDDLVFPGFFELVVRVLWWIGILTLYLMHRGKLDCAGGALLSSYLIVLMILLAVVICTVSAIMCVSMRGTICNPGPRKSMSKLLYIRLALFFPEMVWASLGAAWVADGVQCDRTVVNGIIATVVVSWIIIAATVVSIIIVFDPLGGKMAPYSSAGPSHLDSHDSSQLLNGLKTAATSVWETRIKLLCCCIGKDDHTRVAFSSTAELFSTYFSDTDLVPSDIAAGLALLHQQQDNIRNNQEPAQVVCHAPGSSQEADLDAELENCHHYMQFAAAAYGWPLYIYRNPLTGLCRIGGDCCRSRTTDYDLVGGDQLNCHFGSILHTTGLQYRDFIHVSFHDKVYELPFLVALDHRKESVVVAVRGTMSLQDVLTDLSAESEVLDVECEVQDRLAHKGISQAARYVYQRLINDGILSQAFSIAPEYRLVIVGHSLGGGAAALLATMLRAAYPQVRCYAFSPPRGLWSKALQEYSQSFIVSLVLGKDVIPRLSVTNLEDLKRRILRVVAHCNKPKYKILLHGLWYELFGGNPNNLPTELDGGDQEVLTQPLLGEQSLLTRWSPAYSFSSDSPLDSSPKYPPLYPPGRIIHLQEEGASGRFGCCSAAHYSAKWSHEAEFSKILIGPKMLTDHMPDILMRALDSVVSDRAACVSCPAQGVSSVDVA
Starred values were filed as active, the others as inactive; / = not tested or not shown.

SMILES	HTR5A ag	PKA-R1A activ	HTR5A inv ag	Arr AP2 block	V-ATPase pHluor	PKA-R2B activ	MOR-DOR inv ag	Pemphigus Ab inh	MOR-DOR ag	DAGLB inhibitor
CCN(C(=O)COC(=O)c1cc(OC)ccc1Br)C1CCS(=O)(=O)C1 (configuration not stated)	5	3	-21	12	0	4	4	128	-0.9	0
CC(C)(C)OC(=O)C[C@H]1C/C=C\C[C@@H](CC(=O)N(CCO)Cc2ccccc2)C(=O)NC[C@@H](c2ccccc2)OC1=O	0	6	1	-3	0	-7	10	101	-1.8	-1
Cc1ccc(NC(=O)CCCc2nc3ccccc3s2)c(O)c1	-2	-5	7	0	2	-9	4	122	-0.8	-1
O=C(O)c1ccc(CN2C(=O)c3cccc4c([N+](=O)[O-])ccc(c34)C2=O)cc1	0	-2	-1	-10	-1	-19	-54	119	11	-3
CCOC(=O)c1c(/N=C/c2cc(OC)cc([N+](=O)[O-])c2O)sc(C)c1C	-1	-3	-5	-1	-2	-3	11	/	-2.0	8
CCOc1ccc(NC(=O)C(=O)NCCN2CCN(S(=O)(=O)c3ccc(C)cc3)CC2)cc1	-1	-2	4	25	2	6	3	102	-0.6	0
COc1ccc(OC)c(NC(=O)CN(C)CCOc2ccc(Br)cc2)c1	7	-4	-19	7	-3	-7	1	102	-0.2	-4
OCCN1CCOCCOc2ccccc2OCCOCC1	-1	6	5	47	3	-6	5	118	-1.0	-2
Oc1ccccc1C(=S)N1CCCCC1	3	4	-7	7	-1	2	7	105	-1.3	-1
CCCCn1cnc2c(SCc3ccc(Cl)cc3)nc(N)nc21	-4	-1	17	1	0	-6	12	121	-2.2	-1
COc1ccc(NC(=O)c2cc(-c3ccncc3)nc3ccc(Br)cc23)cc1OC	3	-2	-20	37	-5	0	-14	108	2.6	2
Cc1ccc(N/N=C/c2ccncc2)cc1	-1	-11	2	-5	0	-15	31	96	-6.1	0
Cc1ccn2c(=O)nc(SCC(=O)NCCc3ccccc3)nc2c1	-1	-10	3	-11	4	-5	6	106	-1.0	-2
CC(C)CCN(C(=S)NC(=O)C1CCCCC1)c1c(N)n(Cc2ccccc2)c(=O)[nH]c1=O	-1	0	3	-12	-1	0	11	97	-2.3	7
Cc1nc(S(=O)(=O)c2ccc(Cl)cc2)c(N(C)C)o1	-1	-6	2	-7	0	-5	19	94	-3.6	-1
c1ccc(-c2nnc(CSc3ccc4c(c3)OCCO4)o2)cc1	4	-5	-11	-8	-4	-9	2	112	-0.5	-7
COc1cc(CNc2ccc(N3CCCC3)cc2)ccc1OCc1ccccc1	2	-57	5	13	-1	-55	-20	131	3.7	12
O=C(O)COc1cccc2ccccc12	3	-4	-11	1	1	-9	8	106	-1.5	0
CCOC(=O)CSc1nc(N)c(C#N)c(-c2ccc(OC)cc2)c1C#N	2	8	11	4	2	1	8	68	-1.5	-5
O=C(O)C1CSC(c2ccccc2)N1C(=O)c1ccco1 (configuration not stated)	0	-8	-30	22	-3	-2	7	97	-1.4	3
CCOC(=O)c1c(C)nsc1NC(=O)c1ccco1	0	-3	2	-3	-5	-2	8	110	-1.8	-7
O=C1NN(c2cccc(Br)c2)C(=O)/C1=C\c1ccc(O)cc1	-2	1	7	7	4	7	18	118	-4.0	21
COC(=O)Cc1[nH]n(-c2nc3ccccc3s2)c(=O)c1C(C)=Nc1ccc(Cl)cc1	1	9	-3	-25	0	2	7	99	-1.3	-1
CCC(C)NC(=O)C1CCCN(S(=O)(=O)c2ccc(-n3cnnn3)cc2)C1 (configuration not stated)	1	16	8	3	2	7	9	113	-1.8	1
CCn1c(=O)c(C(=O)NCc2ccccc2)c(O)c2ccccc21	3	-14	-12	1	-1	1	1	99	-0.1	-15
SMILES	HTR5A ag	PKA-R1A activ	HTR5A inv ag	Arr AP2 block	V-ATPase pHluor	PKA-R2B activ	MOR-DOR inv ag	Pemphigus Ab inh	MOR-DOR ag	DAGLB inhibitor
Cc1ccc(S(=O)(=O)N2CCN(C(=O)c3cc(C4CC4)nn3-c3ccccc3)CC2)cc1	/	-3	/	/	-3	-8	/	100	/	-5
OCCOCCn1c(C(CO)Nc2nc(-c3ccc(Cl)cc3)cs2)nc2ccccc21 (configuration not stated)	-5	-12	12	2	1	2	-9	97	1.6	3
O=C(N/C(=C/c1cccs1)C(=O)N1CCCCCC1)c1ccccc1	0	-3	-21	6	-1	-1	11	97	-2.0	1
CCC1NC(=O)c2cccnc2-n2c1nc1ccc(C)cc1c2=O (configuration not stated)	/	6	/	/	1	3	/	/	/	1
CC(=O)OC(C)[C@H]1CC[C@H]2[C@@H]3CC[C@H]4C[C@@H](OC(C)=O)CC[C@]4(C)C3=CC[C@]12C (some centres not stated)	3	-14	19	10	0	-17	7	/	-1.2	-5
COc1ccccc1-n1nnnc1SCC(=O)NCC1(N2CCOCC2)CCCCC1	-2	-11	5	34	-1	3	-14	/	3.3	1
Cc1ccc(NC(=O)CSCc2cc(=O)n3nc(C4CC4)sc3n2)cc1	6	-9	9	13	-1	-1	0	95	0.0	3
CCOC(=O)N1CCC(NC(=O)CCN2C(=O)C3C4C=CC(C4)C3C2=O)CC1 (configuration not stated)	4	-3	-9	-3	1	2	-1	/	0.4	0
O=C(CCc1nnc(-c2ccccc2)o1)c1ccc(Cl)cc1	2	-14	-16	-3	3	-16	2	105	-0.4	-1
Cn1nnnc1SCC(=O)N1CCN(Cc2ccccc2)CC1	6	-8	-16	-5	-2	-8	9	100	-1.6	-2
CCCCn1c(N)c(N(CCC(C)C)C(=O)C2CC(=O)N(Cc3ccc(C)cc3)C2)c(=O)[nH]c1=O (configuration not stated)	5	-4	11	3	8	-7	18	99	-3.7	-1
CP(=O)(Nc1cc(Cl)ccc1Cl)c1nc2c(s1)CCCC2 (configuration not stated)	2	3	2	17	5	-4	17	95	-3.3	-2
O=C(Nc1ccccc1)Nc1nnc(Cc2ccccc2F)s1	4	6	-15	-20	1	6	-38	113	7.8	1
Cc1ccc(NC(=O)C2=CC(c3ccc(C)cc3)=NS(=O)(=O)N2C)cc1	9	-6	-28	-5	11	-2	-32	101	5.4	-3
O=C(COC(=O)COc1cccc(F)c1)Nc1nc2ccccc2s1	0	7	21	1	1	5	7	104	-1.7	-2
Cc1c(NC(=O)C(C)OC(=O)COc2ccccc2)c(=O)n(-c2ccccc2)n1C (configuration not stated)	-3	5	6	7	-4	8	4	107	-0.9	1
COc1cccc(CNC(=O)CCC2CCCN(c3cc(C)nc(N(C)C)n3)C2)c1 (configuration not stated)	1	2	-17	-3	2	-6	14	/	-2.8	-2
O=C(NNC(=O)c1ccccc1F)c1cccs1	5	-8	21	34	-2	-2	5	99	-0.8	1
Cc1cccc(NC(=S)NCCC(C)C)c1	2	-7	-5	19	-2	-5	11	99	-1.8	-4
CCOc1ccccc1N(C)C(=O)CCS(=O)(=O)c1ccc2c(c1)NC(=O)C(C)S2 (configuration not stated)	-1	-13	-7	-3	0	-2	-10	105	1.9	4
CC(=O)Nc1ccc(NS(=O)(=O)c2cc(-c3n[nH]c(=O)c4ccccc34)ccc2C)cc1	-1	2	2	4	1	-4	5	96	-1.0	1
COc1ccc(OC)c(C(=O)CN2CCN(S(=O)(=O)c3ccc(Br)cc3)CC2)c1	0	-6	0	-7	-1	-9	24	/	-5.7	-1
O=C(Nc1cccc(-c2cnc3ccccc3n2)c1)C1CC(=O)N(c2ccccc2)C1 (configuration not stated)	-5	5	13	2	2	4	-17	104	4.3	-2
COc1cc(NC(=O)c2ccccc2)c(OC)cc1NC(=O)CSc1[nH]c(=O)cc(C)c1C#N	-5	15	-14	4	-43	-5	-17	96	2.0	-1
Cn1cccc1CNC(=O)Nc1ccc(Cl)cc1	-1	0	-23	51	-5	4	3	108	-0.6	0
SMILES	HTR5A ag	PKA-R1A activ	HTR5A inv ag	Arr AP2 block	V-ATPase pHluor	PKA-R2B activ	MOR-DOR inv ag	Pemphigus Ab inh	MOR-DOR ag	DAGLB inhibitor
O=C(NCCC1CCCCN1S(=O)(=O)c1ccccc1)C(=O)NCc1ccncc1 (configuration not stated)	9	2	-27	-15	0	0	10	101	-1.6	0
COc1ccc(CCN(C)C2CCCN(S(=O)(=O)C(C)C)C2)cc1OC (configuration not stated)	-3	4	9	-12	-2	1	9	113	-1.9	1
COCc1ccc(C(=O)N2CCCC(N3CCN(c4ccc(F)cc4)CC3)C2)o1 (configuration not stated)	1	-5	5	-3	-2	-11	-1	105	0.2	1
CCn1c(NC(C)=O)c(-c2ccccc2Cl)c(=O)c2ccccc21	-3	-7	11	6	-3	-12	9	100	-1.6	-2
Fc1ccccc1N1CCN(Cc2cc(-c3ccccc3)on2)CC1	1	-3	-3	9	1	-3	1	93	-0.3	-8
O=C(CN1CCN(c2ccccc2)CC1)N1CCc2ccccc21	-3	5	12	-1	-2	-2	6	105	-1.4	-2
Cc1ccc(-n2c3c(cc(C(=O)O)c2=O)C(=O)CC(C)(C)C3)cc1	-3	-3	-25	21	-2	7	10	95	-1.7	2
COC(=O)c1cccc(NC(=S)N2CCCCC2)c1	1	6	-13	-5	-1	-4	-3	102	0.6	-4
CCCCC(=O)Nc1cnc(NC(=O)c2cccs2)cc1C	-5	-4	3	7	2	-5	6	102	-1.2	-1
C[C@@H]1CCC(=O)N(C[C@@H](C)CC#N)CC1	6	-11	-41	1	7	-6	4	101	-0.7	-2
O=C(Nc1ccn(CCCNCc2ccccc2)c(=O)n1)OCc1ccccc1	1	5	-3	42	-1	6	12	100	-2.6	-1
O=S(=O)(NCCN1CCN(S(=O)(=O)c2ccccc2F)CC1)c1ccccc1F	-4	-1	16	-5	7	-3	5	120	-1.1	3
CS(=O)(=O)NCCSc1nnnn1-c1ccccc1	4	2	-11	-2	6	-2	6	/	-1.5	0
CCN(CCCNC(=O)CSc1cc(=O)n(C)c2cc(Cl)ccc12)Cc1ccccc1	0	-14	3	3	2	-5	16	113	-3.5	0
O=C1CSC(c2cccc(F)c2)N1c1ccccc1 (configuration not stated)	-1	-10	3	5	5	-10	1	92	-0.1	-1
COc1cc(C(=O)NCC(=O)Nc2c(C)cccc2C)ccc1OCC(=O)N1CCOCC1	-2	5	9	40	-1	0	-5	87	1.0	0
Cc1cc(C)nc(NC(=O)/C=C/c2cccs2)c1	-1	0	15	-1	4	-3	7	102	-1.3	2
COc1ccc(-c2ncc3ccccn23)cc1OC	-3	-7	10	-3	0	-9	10	105	-1.9	-1

Entries of single compounds as entered above. Order of screens: HTR5A ag | PKA-R1A activ | HTR5A inv ag | Arr AP2 block | V-ATPase pHluor | PKA-R2B activ | MOR-DOR inv ag | Pemphigus Ab inh | MOR-DOR ag | DAGLB inhibitor
Listed for COc1cc(C(=O)NCC(=O)Nc2c(C)cccc2C)ccc1OCC(=O)N1CCOCC1 = -2 | 5 | 9 | 40 | -1 | 0 | -5 | 87 | 1.0 | 0
Listed for O=S(=O)(NCCN1CCN(S(=O)(=O)c2ccccc2F)CC1)c1ccccc1F = -4 | -1 | 16 | -5 | 7 | -3 | 5 | 120 | -1.1 | 3
Listed for O=C(Nc1ccn(CCCNCc2ccccc2)c(=O)n1)OCc1ccccc1 = 1 | 5 | -3 | 42 | -1 | 6 | 12 | 100 | -2.6 | -1
